Bioassay records as filed in PubChem.
RXFP1 agonist – activates the human relaxin receptor RXFP1. Q9HBX9. HEK293T-RXFP1 cAMP TR-FRET, 30 min; response scale: percent of porcine relaxin response, buffer zero. Potency, µM (highest dose often 57.5 µM), without a hit: at the top dose activation, actives largely listed as activators. 370,000 tested, 0.3% active. AID 2676; note: potency is the fitted concentration of half-maximal effect; % is set by controls: 0 for no effect and ±100 for the full control effect; nearly all actives have a fitted effect of over 60% in size; many of its hits are not listed in these tables
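HEK293 cells stably expressing RXFP1, treated 30 min at 37C with compounds plus PDE4 inhibitor Ro 20174; cAMP measured by HTRF TR-FRET. Normalized to buffer and 29 nM porcine relaxin; EC50 by Hill fit.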
Anesthetic bind – candidate novel general anesthetic via apoferritin binding | Potency, µM (series often up to 77.5 µM), for inactives: at the top dose activity change, negative = displacement, actives largely listed as inhibitors | 350,000 tested, 0.074% active | apoferritin/1-aminoanthracene competitive binding, fluorescence | P02791; note: potency is the fitted concentration of half-maximal effect; % is set by controls: 0 for no effect and ±100 for the full control effect; nearly all actives have a fitted effect of over 20% in size
Target sequence (P02791 2-175 limits assumed): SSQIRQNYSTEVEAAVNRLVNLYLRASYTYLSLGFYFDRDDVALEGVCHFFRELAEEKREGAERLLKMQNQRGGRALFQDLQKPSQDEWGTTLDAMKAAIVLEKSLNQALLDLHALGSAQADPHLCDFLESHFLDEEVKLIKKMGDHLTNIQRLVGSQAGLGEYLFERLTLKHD
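Horse-spleen apoferritin (10 uM) was mixed with 50% saturated 1-aminoanthracene in PBS, exposed to compounds for 10 min at room temperature, and read for fluorescence (ex 380 nm, em 535 nm). Competitive displacement was fitted with a four-parameter Hill equation.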
TRHR ag – activates the human TRH receptor; activation, % at 2 µM; P34981; 360,000 tested, 0.18% active; TRHR cells, calcium flux fluo-8, FDSS agonist mode; in the data active = activation above about 30%; note: 0% is about no effect
Target sequence (P34981 whole entry, looked up): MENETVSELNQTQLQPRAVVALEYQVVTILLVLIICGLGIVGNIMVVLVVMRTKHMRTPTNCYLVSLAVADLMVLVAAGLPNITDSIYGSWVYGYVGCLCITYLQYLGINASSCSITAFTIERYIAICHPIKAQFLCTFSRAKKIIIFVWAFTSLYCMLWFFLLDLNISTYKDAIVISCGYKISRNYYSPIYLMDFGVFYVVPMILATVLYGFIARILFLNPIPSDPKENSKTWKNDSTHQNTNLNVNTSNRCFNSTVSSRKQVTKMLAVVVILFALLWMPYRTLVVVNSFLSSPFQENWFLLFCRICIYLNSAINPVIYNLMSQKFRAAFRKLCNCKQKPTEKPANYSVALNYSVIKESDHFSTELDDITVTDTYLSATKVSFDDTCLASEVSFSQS
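TRHR-expressing cells loaded with fluo-8 calcium dye; 23 nL library compound pin-transferred, kinetic FDSS fluorescence (Ex 480/Em 530) recorded about 180 s for agonist-induced calcium release, before a 10 nM TRH EC20 addition for potentiator mode.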
RXFP1 antag – RXFP1 (human) relaxin receptor antagonism. 350,000 tested, 0.59% active. activity change, negative = inhibition, % at 57.5 µM. HEK293-RXFP1, relaxin-stimulated cAMP HTRF, 30 min; hits give low values;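 active = activity change of -60% or lower, but not beyond a set lower limit; inconclusive = change between -60% and -40%, or beyond the set limit; inactive = change above -40%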; note: % is set by controls: 0 for no effect and ±100 for the full control effect
D1 PAM – potentiators of human D1 dopamine receptor | P21728 | HEK293 TREx D1 cells, calcium flux, dopamine EC20 potentiation | potentiation, % at 10 µM | 360,000 tested, 0.036% active | AID 504651; in the data active = potentiation above about 30%; note: 0% is about no effect
TRHR enhancer – allosterically enhances the human TRH receptor; enhancement, % at 2 µM; 360,000 tested, 0.66% active; P34981; AID 493056; TRHR cells, fluo-8 calcium fluorescence, EC20 TRH enhancement; in the data active = enhancement above about 30%; note: 0% is about no effect
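Enhancer read-out: after compound pinning and an initial kinetic agonist-mode read, an EC20 of TRH (10 nM final) was injected and fluo-8 calcium signal (Ex 480/Em 530) followed at 1 s/cycle for 100 cycles in TRHR-expressing cells.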
D2 PAM – positively modulates the human D2 dopamine receptor allosterically. P14416. HEK293 T-REx D2, calcium flux, EC20 dopamine potentiation. potentiation, % at 10 µM. 340,000 tested, 0.34% active;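 active = potentiation over 3 SD above the plate norm, cut at about 30% in these data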; note: 0% is about no effect
Target sequence (P14416 whole entry, looked up): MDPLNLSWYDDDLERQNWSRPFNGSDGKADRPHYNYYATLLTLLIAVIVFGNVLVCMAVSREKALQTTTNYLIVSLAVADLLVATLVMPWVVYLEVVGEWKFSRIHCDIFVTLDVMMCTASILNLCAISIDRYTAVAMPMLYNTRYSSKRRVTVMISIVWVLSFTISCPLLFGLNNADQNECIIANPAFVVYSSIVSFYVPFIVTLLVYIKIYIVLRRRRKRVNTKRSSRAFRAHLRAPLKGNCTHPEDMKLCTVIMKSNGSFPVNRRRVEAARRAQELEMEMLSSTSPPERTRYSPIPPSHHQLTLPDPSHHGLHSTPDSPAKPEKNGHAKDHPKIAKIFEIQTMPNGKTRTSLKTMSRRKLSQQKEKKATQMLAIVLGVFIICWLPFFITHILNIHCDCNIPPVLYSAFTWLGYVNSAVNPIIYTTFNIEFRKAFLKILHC
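Potentiation of an EC20 dopamine calcium response is measured in a force-coupled, tetracycline-inducible Hek293 Trex D2 line. Compound-only kinetic reads over 180 s flag agonists before dopamine addition.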
D1 antagonist – blocks dopamine activation of the human D1 receptor; activity change, negative = inhibition, % at 10 µM; 360,000 tested, 3.2% active; AID 504652; HEK293 TREx D1 cells, calcium flux, dopamine EC80; hits give low values; P21728; in the data active = activity change below about -30%; note: % is set by controls: 0 for no effect and ±100 for the full control effect
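After overnight tetracycline induction at 30 C, force-coupled D1 HEK293 cells took up a no-wash calcium dye at room temperature. Compounds were added and monitored 180 s, and the response to EC80 dopamine was then recorded.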
D1 ag – human D1 receptor agonism. P21728. HEK293 T-REx D1 cells, calcium flux, agonist mode. activation, % at 2 µM. 360,000 tested, 1% active. AID 504660; in the data active = activation above about 30%; note: 0% is about no effect
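Inducible HEK293 T-REx D1 cells, force-coupled to calcium signalling, were plated at 4000 cells/well with tetracycline and held overnight at 30 C. After no-wash calcium dye loading, compound-evoked calcium rise over 180 s flagged agonists.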
The depositor's hits bear a star; ? = inconclusive; . = not tested or not shown; [ ] = remark or other dose. Unless noted, calls come from the whole dose curve; as a rule, active = well fitted curve in the direction sought with a large enough effect; inconclusive = small, poorly fitted or top-dose-only effect, or another doubt; inactive = no such curve, though single readings can be large; an effect the other way counts as inactive or inconclusive. A portion of the library (hit frequency here may not be typical).

SMILES	RXFP1 agonist	Anesthetic bind	TRHR ag	RXFP1 antag	D1 PAM	TRHR enhancer	D2 PAM	D1 antagonist	D1 ag
O=C(CSCCO)N1CCc2ccccc21	0.8%	-15%	-0.1	-6	-4	-4	-6	-2	0
COc1ccc(Cl)cc1NC(=S)N(Cc1ccccc1C)CC1CCC(C(=O)O)CC1 (stereo not drawn)	0.0%	-5%	-0.9	-5	-1	1	-8	-13	0
C=CCNC(=O)c1ccc(CN2CCC(Cc3ccccc3)CC2)cc1	2.6%	-10%	0.4	-6	-12	-1	-15	-58*	6
O=C(NCCc1ccccc1)c1ccc2c(c1)N(Cc1ccccc1)CCS2	16%	324%[activator]	0.2	-9	-2	1	-6	7	0
C=CCn1nc2n(c1=O)-c1ccccc1SC2	-0.5%	-11%	-0.3	-2	-1	2	7	-6	2
CNC(=S)N1CCN(C(=O)C2CCCO2)CC1 (stereo not drawn)	0.4%	-5%	0.5	-7	-3	-4	1	12	5
O=C1c2ccccc2NC(c2cn[nH]c2-c2ccccc2)N1O (stereo not drawn)	3.8%	-12%	0.0	-1	-8	2	4	1	0
CCc1ccc(NC(=O)C2CCN(S(=O)(=O)c3ccc4[nH]c5c(c4c3)CCCCC5)CC2)cc1	0.6%	6%	0.0	-12	-5	2	-3	6	1
CN1CCN(S(=O)(=O)c2cccc(C(=O)NC3CCCC3)c2)CC1	0.3%	.	0.2	-20	-5	5	2	-12	8
O=C(NCCNc1cc(Cl)ccc1[N+](=O)[O-])c1ccco1	1.6%	3%	-2.0	4	-5	-9	-17	9	0
CC(C)CNC(=O)c1cc(-c2ccc(Br)cc2)on1	-0.4%	-6%	1.0	-1	0	2	13	-11	3
Cc1cc(NC(=O)c2cc(-c3cccc(Cl)c3)on2)no1	4.5%	-9%	1.0	-7	-8	27	-2	-1	1
COc1ccc(OC)c(NC(=O)c2ccc(Cl)cc2)c1	0.0%	-9%	-0.4	-7	10	-8	-6	-36*	-1
Cc1ccc(S(=O)(=O)N2CCCC2CNC(=O)C(=O)NCc2ccccn2)cc1 (stereo not drawn)	-1.4%	.	-0.5	-11	11	5	-4	14	2
CN1C(CC(=O)Nc2ccc(Cl)cc2Cl)c2ccccc2CC1(C)C (stereo not drawn)	-0.1%	-11%	0.2	-13	-5	1	-7	-14	2
C/C(=N\NC(=O)Cc1ccc(Cl)cc1)c1ccccc1O	0.4%	?	-0.6	-6	-8	-3	.	-36*	6
COc1ccccc1NC(=O)Nc1c(C)n(C)n(-c2ccccc2)c1=O	0.1%	10%	2.0	26	0	-7	0	4	4
Cn1c(CN2CCCC2)c(C#N)c2ccccc21	0.2%	-5%	-0.3	-4	-5	-6	-27	1	1
COc1cc(C(=O)OCC(=O)Nc2sccc2C(N)=O)cc(OC)c1OC	14%	-22%	-0.7	4	-3	16	6	11	2
COC(=O)c1ccc(N2CCN(S(=O)(=O)c3ccc4ccccc4c3)CC2)c([N+](=O)[O-])c1	0.9%	-4%	0.0	-11	-1	1	-2	2	8
CC1(C)CC(=O)C(CC(=O)NC(=O)NCc2ccccc2)=C(O)C1	1.5%	4%	0.2	-2	2	-2	-13	7	-1
COc1ccc(Br)c(C(=O)NCC2CCCCC2)c1	0.2%	-11%	-0.1	-2	-2	-9	-12	-3	-4
CCN(CC)CCN(C(=O)C1CCCCC1)c1nc2cc3c(cc2s1)OCO3	1.2%	-11%	0.4	-6	0	-6	-18	3	1
O=C(Nc1ccc(N2CCOCC2)cc1)c1cc(F)c(F)cc1Cl	-0.8%	-4%	-0.2	.	1	-8	-13	-1	2
CNC(=S)N(CCN(C)C)Cc1cc2cc3c(cc2[nH]c1=O)OCO3	2.2%	-5%	-0.1	-1	1	-8	.	12	13
CCN(CC)S(=O)(=O)c1ccc(Cl)c(C(=O)Oc2cccnc2)c1	?	-14%	-0.4	-10	1	3	2	0	3
CCNC(=O)CN(c1ccc(OC)c(OC)c1)S(=O)(=O)c1ccccc1	-0.5%	4%	1.7	-1	-9	4	-8	2	3
CN(Cc1cn(-c2ccccc2)nc1-c1ccc2c(c1)OCO2)Cc1nccn1C	0.2%	-20%	-1.3	1	-4	6	5	7	2
COc1ccc(OC)c(NC(=O)CCN2CCN(Cc3ccccc3)CC2)c1	0.3%	-12%	-0.3	-15	-3	3	-13	5	1
CCC(CC)C(=O)N=C1SC2CS(=O)(=O)CC2N1CCc1ccc(OC)cc1 (stereo not drawn)	2.4%	-20%	-0.5	-8	10	3	8	24	-1
COc1ccc2ccccc2c1/C=N/N1C(=O)CSC1=S	3.3%	-24%	0.0	?	-3	-7	11	-1	2
O=C1CCC2(C(=O)O)Sc3ccccc3N12 (stereo not drawn)	-0.9%	-6%	0.2	6	0	0	-15	-1	-2
CC1C(=O)Nc2ccc(S(=O)(=O)N3CCN(c4ccccc4F)CC3)cc2NC1=O (stereo not drawn)	0.2%	-24%	0.2	0	2	1	6	-1	-1
Cn1c2ccccc2c2c(C(=O)N3CCN(c4cccc(C(F)(F)F)c4)CC3)cn(C3CCCCC3)c(=O)c21	5.1%	49%[activator]	0.7	-24	1	-1	18	-2	2
COc1ccccc1C1=NN(C(=O)c2ccccc2)C(c2ccc(Br)cc2)C1 (stereo not drawn)	-3.7%	-6%	-0.7	-6	-6	4	12	1	2
CC(C)n1ncc(C(N)=O)c1N	0.3%	-7%	1.0	9	-4	2	12	1	3
O=C(/C(=C(/[O-])c1ccccc1)[n+]1ccccc1)c1ccc([N+](=O)[O-])cc1	0.4%	-3%	-0.6	-8	-2	11	8	1	4
Cc1nn(C)c(C)c1S(=O)(=O)N1CCC(C(=O)NC2CCCc3ccccc32)CC1 (stereo not drawn)	2.6%	3%	0.1	.	.	7	-12	14	2
Cc1ccccc1CNC(=O)CCCn1c(=O)c2cccn2c2ccccc21	11%	14%	-0.2	-21	-4	17	2	2	4
Cc1ccc(S(=O)(=O)N2CC(=NO)C2)cc1	0.7%	-12%	-1.0	-6	3	-8	-12	-10	1
COCc1nnc(NC(=O)c2c(-c3c(Cl)cccc3Cl)noc2C)s1	0.5%	3%	0.8	-5	-2	-2	.	9	0
Cc1cc(NC(=O)Nc2ccccc2F)ccc1Br	-4.0%	-2%	1.6	-7	-4	-2	3	-21	2
COc1ccc(NC(=O)CCCc2nnc3n(CCC(C)C)c(=O)c4sccc4n23)cc1Cl	-0.5%	?	-0.4	5	-4	-7	3	-14	1
COc1ccc(N=C2C(=Nc3ccc(OC)cc3)N(c3ccc(N(C)C)cc3)C(=S)N2c2ccc(OC)cc2)cc1	0.9%	-13%	0.2	-11	-1	0	3	.	0
Cc1ccc(S(=O)(=O)N(C)CC(=O)NCCCn2ccnc2)cc1	4.1%	21%	0.1	-4	-2	3	-2	1	0
COc1cc(C(=O)NCCCNc2nc3cc(C)c(C)cc3cc2C#N)cc(OC)c1OC	-2.2%	10%	0.3	7	-1	1	.	0	1
CCCCSC(=S)N(C)C1CCS(=O)(=O)C1 (stereo not drawn)	-4.2%	-12%	-1.1	.	-2	1	-10	16	4
O=c1oc2cc(O)ccc2cc1-c1ccccc1	24%	.	6.5	13	2	-4	1	-3	2

A draw from above in order of length of the SMILES, ascending.
SMILES	RXFP1 agonist	Anesthetic bind	TRHR ag	RXFP1 antag	D1 PAM	TRHR enhancer	D2 PAM	D1 antagonist	D1 ag
CCCCSC(=S)N(C)C1CCS(=O)(=O)C1 (stereo not drawn)	-4.2%	-12%	-1.1	.	-2	1	-10	16	4
Cc1ccc(S(=O)(=O)N2CC(=NO)C2)cc1	0.7%	-12%	-1.0	-6	3	-8	-12	-10	1
COc1cc(C(=O)NCCCNc2nc3cc(C)c(C)cc3cc2C#N)cc(OC)c1OC	-2.2%	10%	0.3	7	-1	1	.	0	1
Cc1nn(C)c(C)c1S(=O)(=O)N1CCC(C(=O)NC2CCCc3ccccc32)CC1 (stereo not drawn)	2.6%	3%	0.1	.	.	7	-12	14	2
COc1ccc(NC(=O)CCCc2nnc3n(CCC(C)C)c(=O)c4sccc4n23)cc1Cl	-0.5%	?	-0.4	5	-4	-7	3	-14	1
COc1ccc(N=C2C(=Nc3ccc(OC)cc3)N(c3ccc(N(C)C)cc3)C(=S)N2c2ccc(OC)cc2)cc1	0.9%	-13%	0.2	-11	-1	0	3	.	0

(further entries)
SMILES	RXFP1 agonist	Anesthetic bind	TRHR ag	RXFP1 antag	D1 PAM	TRHR enhancer	D2 PAM	D1 antagonist	D1 ag
COCC(C)NC(=S)N1CCN(c2ccccc2Cl)CC1 (stereo not drawn)	-2.3%	-6%	-0.3	-2	2	2	-7	-10	4
Cc1cccc(N(Cc2cc(=O)[nH]c3ccccc23)C(=O)C(C)C)c1	-0.4%	0%	-0.6	-11	-2	-6	-1	-14	1
CCn1c(COc2ccc(Cl)cc2Cl)nc2ccccc21	-1.2%	-7%	-1.0	.	1	-7	4	-9	-1
N#Cc1nc(-c2ccccc2)oc1NCC1CCCO1 (stereo not drawn)	3.5%	-4%	0.3	-17	-2	-1	-22	11	1
NNC(=O)c1ccc(NS(=O)(=O)c2ccc(Br)cc2)cc1	1.8%	-4%	-0.2	.	-4	-2	-3	0	5
CCN(CC)S(=O)(=O)c1ccc2c(c1)c(=O)c(C(=O)NCc1ccco1)cn2C	13%	-20%	0.2	-13	-4	-4	-7	-3	-4
COCC(C)n1c(C)cc(C(=O)COc2ccc(C)nc2[N+](=O)[O-])c1C (stereo not drawn)	-0.6%	-12%	0.8	10	3	7	0	0	10
CCCN(Cc1nnc(-c2cccs2)o1)C(=O)CN1C(=O)NC2(CCCCC2C)C1=O (stereo not drawn)	2.1%	.	-0.4	10	7	-3	-6	10	0
COc1ccc(C2=NO[C@H]3C[C@](C(=O)NC(C)C)(S(=O)(=O)c4ccccc4)C[C@@H]23)cc1	0.1%	-5%	-0.5	.	6	-2	-6	-22	0
CC1CCCCN1CCCNc1ccc(C(CC(N)=O)NC(=O)Cc2cccc3ccccc23)cc1[N+](=O)[O-] (stereo not drawn)	-1.2%	-12%	-0.2	.	-3	3	-2	5	2
Cc1ccc(Cl)cc1NC(=O)CN1C(=O)NC2(CCCCCC2)C1=O	0.7%	.	-0.6	4	1	3	17	9	0
Cc1ccccc1OCCC(=O)N1CCN(S(=O)(=O)c2ccc(Br)cc2)CC1	0.9%	.	-0.2	-19	-10	-2	4	-8	4
Cc1ccc(Cn2c(C(=O)O)cc3sccc32)cc1	1.2%	2%	-0.3	-9	-1	-1	5	2	0
CCOC(=O)C(C)Oc1c(C(=O)OC)sc2ncccc12 (stereo not drawn)	4.7%	-9%	0.4	-15	-2	7	.	4	6
